D1 agonist – agonists of human D1 dopamine receptor; P21728; HEK293 T-REx D1 cells, calcium flux, agonist mode; activation, % at 2 µM; 360,000 tested, 1% active; AID 504660; in the data active = activation above about 30%; also: 0% is about no effect
Target sequence (P21728 whole entry, looked up): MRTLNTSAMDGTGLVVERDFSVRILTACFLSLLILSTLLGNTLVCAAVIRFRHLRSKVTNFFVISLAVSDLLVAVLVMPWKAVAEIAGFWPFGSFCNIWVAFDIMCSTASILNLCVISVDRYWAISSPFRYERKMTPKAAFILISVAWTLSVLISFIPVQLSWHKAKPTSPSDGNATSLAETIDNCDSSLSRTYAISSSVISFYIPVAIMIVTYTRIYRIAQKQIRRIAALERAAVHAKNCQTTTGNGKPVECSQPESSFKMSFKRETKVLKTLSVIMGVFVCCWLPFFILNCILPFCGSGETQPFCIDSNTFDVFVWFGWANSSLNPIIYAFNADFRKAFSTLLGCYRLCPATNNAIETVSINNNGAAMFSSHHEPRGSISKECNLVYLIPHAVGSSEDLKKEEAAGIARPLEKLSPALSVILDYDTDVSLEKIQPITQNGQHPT
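Inducible HEK293 T-REx D1 cells, force-coupled to calcium signalling, were plated at 4000 cells/well with tetracycline and held overnight at 30 C. After no-wash calcium dye loading, compound-evoked calcium rise over 180 s flagged agonists.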
RXFP1 agonist – agonists of human relaxin receptor RXFP1; 370,000 tested, 0.3% active; Q9HBX9; HEK293T-RXFP1 cAMP TR-FRET, 30 min; response scale: percent of porcine relaxin response, buffer zero; Potency, µM (series often up to 57.5 µM), for inactives: at the highest dose activation, usual class: activators; AID 2676; active = well fitted activation curve with a large enough effect; inconclusive = small, poorly fitted or top-dose-only effect; also: potency is read from the fitted curve at half-maximal effect; % is scaled to controls: 0 for no effect and ±100 for the full control effect; nearly all actives have a fitted effect of over 60% in size; many of its hits are not listed in these tables
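cAMP rise read by TR-FRET after 30 min, 37C compound exposure (up to 58 uM) in RXFP1-transfected HEK293 cells with Ro 20174 present. EC50 from Hill-equation fits, with 29 nM porcine relaxin as 100% and buffer as basal.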
RXFP1 antag – blocks the human relaxin receptor RXFP1; Q9HBX9; HEK293-RXFP1, relaxin-stimulated cAMP HTRF, 30 min; hits give low values; activity change, negative = inhibition, % at 57.5 µM; 350,000 tested, 0.59% active;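 active = activity change of -60% or lower, but not beyond a set lower limit; inconclusive = change between -60% and -40%, or beyond the set limit; inactive = change above -40%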; also: % is scaled to controls: 0 for no effect and ±100 for the full control effect
D2 PAM – positive allosteric modulators of human D2 dopamine receptor | potentiation, % at 10 µM | HEK293 T-REx D2, calcium flux, EC20 dopamine potentiation | 340,000 tested, 0.34% active;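 active = potentiation over 3 SD above the plate norm, cut at about 30% in these data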; also: 0% is about no effect
Target sequence (P14416 whole entry, looked up): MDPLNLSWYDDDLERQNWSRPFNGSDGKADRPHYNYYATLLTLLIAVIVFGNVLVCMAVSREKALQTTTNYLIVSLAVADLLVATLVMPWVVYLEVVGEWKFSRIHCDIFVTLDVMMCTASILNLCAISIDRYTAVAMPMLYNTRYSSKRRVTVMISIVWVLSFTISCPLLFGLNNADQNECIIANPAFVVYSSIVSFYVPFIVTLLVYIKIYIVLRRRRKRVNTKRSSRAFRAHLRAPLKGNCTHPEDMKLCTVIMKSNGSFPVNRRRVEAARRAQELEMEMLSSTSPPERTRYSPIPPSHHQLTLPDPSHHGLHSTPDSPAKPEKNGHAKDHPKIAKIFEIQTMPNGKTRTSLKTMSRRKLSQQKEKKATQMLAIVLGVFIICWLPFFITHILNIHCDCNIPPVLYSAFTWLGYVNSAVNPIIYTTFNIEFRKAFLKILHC
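Using a no-wash calcium dye in inducible, force-coupled HEK293 Trex cells expressing D2, we tracked fluorescence each second for 180 s after compound, then for 180 s after EC20 dopamine to detect augmented signalling.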
TRHR enhancer – allosteric enhancers of human TRH receptor. P34981. TRHR cells, fluo-8 calcium fluorescence, EC20 TRH enhancement. enhancement, % at 2 µM. 360,000 tested, 0.66% active. AID 493056; in the data active = enhancement above about 30%; also: 0% is about no effect
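Enhancer read-out: after compound pinning and an initial kinetic agonist-mode read, an EC20 of TRH (10 nM final) was injected and fluo-8 calcium signal (Ex 480/Em 530) followed at 1 s/cycle for 100 cycles in TRHR-expressing cells.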
D1 potentiator – enhances dopamine response at the human D1 receptor. HEK293 TREx D1 cells, calcium flux, dopamine EC20 potentiation. P21728. AID 504651. 360,000 tested, 0.036% active. potentiation, % at 10 µM; in the data active = potentiation above about 30%; also: 0% is about no effect
D1 antagonist – blocks dopamine activation of the human D1 receptor; P21728; HEK293 TREx D1 cells, calcium flux, dopamine EC80; hits give low values; activity change, negative = inhibition, % at 10 µM; 360,000 tested, 3.2% active; AID 504652; in the data active = activity change below about -30%; also: % is scaled to controls: 0 for no effect and ±100 for the full control effect
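Inducible Hek293 Trex D1 cells (tetracycline, overnight, 30 C). Calcium dye 30–90 min RT. Antagonist mode: EC80 dopamine added after 180 s compound read.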
D2 ag – activates the human D2 dopamine receptor; P14416; activation, % at 2 µM; HEK293 T-REx D2 cells, calcium flux agonist mode; 340,000 tested, 0.53% active;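 active = activation over 3 SD above normal in the single-dose calcium agonist read, cut at about 30% in these data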; also: 0% is about no effect
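Calcium-flux readout, 1 cycle/sec over 180 s following compound pin transfer, in inducible HEK293 Trex D2 cells (force-coupled); dopamine controls included. Positive calcium responses during this window marked compounds as potential agonists.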
D2 antagonist – D2 dopamine receptor (human) antagonism; 340,000 tested, 2% active; P14416; inhibition, % at 10 µM; HEK293 TREx D2 cells, calcium flux, dopamine EC80; in the data active = inhibition above about 30%; also: 0% is about no effect
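Dopamine at EC80 is the agonist stimulus; test compounds precede it by 180 s. Calcium flux read kinetically in a force-coupled, inducible HEK293 T-REx D2 cell line.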
An asterisk follows results filed as active; ? = inconclusive; . = no result given; & = joins results of further samples. A portion of the library; count on the stated rates, not on these rows.

cpd	compound	D1 agonist	RXFP1 agonist	RXFP1 antag	D2 PAM	TRHR enhancer
1	CCOC(=O)c1sc2nc(C)nc(N3CCN(c4ncccn4)CC3)c2c1C	4	-2.0%	4	5	-2
2	COc1ccc(S(=O)(=O)N2CCN(C(=O)NC3CCCCC3)CC2)cc1	2	-0.2%	-8	0	-3
3	CCOC(=O)c1cccc(C(=O)Oc2ccccc2)n1	0	0.0%	-24	7	14
4	Cc1cc(C)n(CCNC(=O)c2cc(COc3c(F)cccc3F)on2)n1	4	-0.6%	6	-5	-2
5	CCC(C)Oc1ccc(/C=C/c2[nH]c(=O)[nH]c(=O)c2[N+](=O)[O-])cc1OC (stereo not drawn)	1	-3.1%	-4	34*	1
6	Cc1nc2scc(-c3ccc(C(C)C)cc3)c2c(=O)n1N	4	-1.2%	-22	21	-11
7	CN(Cc1ccco1)c1ncnc2ccc(-c3ccoc3)cc12	-2&2	9.5%&5.6%	.	0	6&-1
8	O=c1ccc(-c2ccccc2)nn1Cc1ccc(F)cc1	5	5.5%	-4	-4	3

cpd	D1 potentiator	D1 antagonist	D2 ag	D2 antagonist
1	1	-1	0.3	-21
2	-2	-10	-1.9	-16
3	7	-3	-0.5	-9
4	5	9	0.1	-4
5	-4	-16	-1.1	-6
6	-2	-3	-1.2	3
7	3&0	5&35	0.4	2
8	0	-1	-0.2	-5

The results go on.
cpd	compound	D1 agonist	RXFP1 agonist	RXFP1 antag	D2 PAM	TRHR enhancer
9	CC(=O)Nc1ccc(C(=O)COC(=O)C2CC2)c(F)c1	4	1.6%	17	-6	-1
10	CN(C)c1ncc(S(=O)(=O)c2ccccc2)c(-c2ccc(Cl)cc2Cl)n1	3	1.1%	-15	6	-4
11	CCCN(Cc1ccccc1)C(=S)Nc1ccc(C(C)=O)cc1	8	7.9%	2	6	2
12	CC1=NN(c2ccccc2)C(=O)/C1=C\c1ccc(Br)s1	2	2.6%	-22	4	9
13	CN(C)CCNC(=O)CN1N=C(c2ccccc2)CCC1=O	-1	4.4%	6	9	-13
14	Cc1nn(Cc2ccccc2)c(Cl)c1C(=O)OC1CCOC1=O (stereo not drawn)	7	-1.3%	-4	19	5
15	C[C@]12C=CC(=O)C=C1CC[C@@H]1[C@@H]2[C@@H](O)C[C@@]2(C)[C@H]1CC[C@]2(O)C(=O)COC(=O)CCC(=O)O	0	0.6%	.	2	0
16	O=S1(=O)CCN(OCc2ccc(Cl)cc2)CC1	2	2.1%	-6	5	1

cpd	D1 potentiator	D1 antagonist	D2 ag	D2 antagonist
9	-1	-26	-0.6	-6
10	-3	-4	0.1	7
11	2	-1	0.8	3
12	4	5	-2.7	14
13	-2	2	.	.
14	-8	0	0.1	23
15	-2	10	0.8	2
16	-4	3	0.1	-2

The listing continues.
cpd	compound	D1 agonist	RXFP1 agonist	RXFP1 antag	D2 PAM	TRHR enhancer
17	CCOC(=O)c1cnn(-c2ccc(F)cc2)c1N	0	-0.8%	-11	-1	0
18	CCCOc1ccc(C2C(=O)N(C3CCCCC3)CC(=O)N2CCC)cc1OC (stereo not drawn)	1	3.9%	3	1	-2
19	CCc1ccc(-c2nc(C)c(CCO)c(=O)[nH]2)cc1	0	-0.4%	18	3	-3
20	CCOc1ccc(NC(=O)NNC(=O)c2ccc3ccccc3c2O)cc1	1	8.4%	12	14	4
21	CCN(C(=O)c1cn(CC(C)C)c(=O)c2cc(OC)c(OC)cc12)c1cc(OC)ccc1OC	-3	-2.6%	.	-8	-9
22	CCCCN=C(NNc1ccc(Br)cc1)C(=O)OCC	2	-3.1%	-31	7	7
23	COc1ccc(NC(=O)c2ccco2)cc1NC(=O)COc1ccccc1Cl	4	29%	0	-12	7
24	c1ccc(-c2cc(N3CCCCCC3)n[nH]2)cc1	1	0.3%	19	1	3

cpd	D1 potentiator	D1 antagonist	D2 ag	D2 antagonist
17	-3	-2	0.3	15
18	1	-4	-0.5	-13
19	4	11	0.3	-7
20	1	10	0.9	-8
21	1	-10	1.9	.
22	3	-4	-1.1	6
23	-8	-6	.	.
24	-8	-16	0.0	-2

Entries shown so far containing a furan ring, fused or not, in the order listed:
cpd	compound	D1 agonist	RXFP1 agonist	RXFP1 antag	D2 PAM	TRHR enhancer
7	CN(Cc1ccco1)c1ncnc2ccc(-c3ccoc3)cc12	-2&2	9.5%&5.6%	.	0	6&-1
23	COc1ccc(NC(=O)c2ccco2)cc1NC(=O)COc1ccccc1Cl	4	29%	0	-12	7

cpd	D1 potentiator	D1 antagonist	D2 ag	D2 antagonist
7	3&0	5&35	0.4	2
23	-8	-6	.	.

D2 PAM: entries above that show a hit
no.	Compound	D1 agonist	RXFP1 agonist	RXFP1 antag	D2 PAM	TRHR enhancer	D1 potentiator	D1 antagonist	D2 antagonist
5	CCC(C)Oc1ccc(/C=C/c2[nH]c(=O)[nH]c(=O)c2[N+](=O)[O-])cc1OC (stereo not drawn)	1	-3.1%	-4	34*	1	-4	-16	-6

The main list resumes with the two entries that preceded the break.
cpd	compound	D1 agonist	RXFP1 agonist	RXFP1 antag	D2 PAM	TRHR enhancer
23	COc1ccc(NC(=O)c2ccco2)cc1NC(=O)COc1ccccc1Cl	4	29%	0	-12	7
24	c1ccc(-c2cc(N3CCCCCC3)n[nH]2)cc1	1	0.3%	19	1	3
25	CCC(C)OC(=O)/C(C#N)=C\c1ccc(-c2cccc(C(F)(F)F)c2)o1 (stereo not drawn)	1	?	-7	0	7
26	CCc1c(C)nc(SCC(=O)N2CCCCC2CC)[nH]c1=O (stereo not drawn)	0	5.1%	5	1	-2
27	S=C1CCC(c2ccc(Br)cc2)=NN1c1ccccc1	4	3.1%	2	0	0
28	CC1(C)CCN(Cc2ccccc2)C1CC#N (stereo not drawn)	0	-0.1%	-5	6	-2
29	C1=C(c2ccccc2)Nc2ccccc2N=C1c1ccccc1	2	2.0%	-16	-13	1
30	COc1ccc(C(=O)Nc2cccnc2Cl)cc1OC	-1	0.9%	2	5	-6
31	CCCN1C(=O)c2ccc(C(=O)Nc3nccs3)cc2C1=O	1	0.8%	-5	.	-3
32	CCn1cc(C(=O)OCC(=O)Nc2ccc(S(=O)(=O)N3CCCC3)cc2)c(=O)c2ccc(C)nc21	3	7.9%	-9	0	4

cpd	D1 potentiator	D1 antagonist	D2 ag	D2 antagonist
23	-8	-6	.	.
24	-8	-16	0.0	-2
25	3	3	0.6	.
26	2	-6	0.9	4
27	-4	7	0.6	-13
28	-6	2	-1.3	13
29	-5	24	-0.9	-2
30	-4	3	0.2	10
31	3	-2	.	.
32	-15	5	0.8	8

Carrying on:
cpd	compound	D1 agonist	RXFP1 agonist	RXFP1 antag	D2 PAM	TRHR enhancer
33	Cc1ccc(/C=C2/SC(=S)N(c3ccc(S(=O)(=O)Nc4nccs4)cc3)C2=O)cc1	8	23%	-67*	5	8
34	COc1ccc(S(=O)(=O)Nc2ccccc2C(=O)NC(C)(C)C)cc1OC	3	11%	4	-3	-5
35	Cc1cc2nc(CSc3ccc(Cl)cc3)cc(=O)n2[nH]1	0	-0.7%	-18	2	-1
36	COc1ccc(C(=O)NNC(=O)c2cc3cccc(OC)c3oc2=O)cc1	-2	0.0%	-1	2	3
37	CCC1CCCCN1C(=O)CSc1nnc(CNC(=O)COc2ccc(Cl)cc2)o1 (stereo not drawn)	5	-0.2%	8	2	13
38	O=C(COC(=O)Cc1cn2ccsc2n1)Nc1nc2ccccc2s1	2	0.8%	-3	-6	1
39	COc1ccc(NC(=O)CSc2nnc(Cc3ccccc3)c(=O)n2N)cc1	0	-0.4%	-8	-13	9
40	O=C(NCCC(=O)N1CCC2(CC1)NCCc1[nH]cnc12)c1ccc(F)c(F)c1	0	-1.7%	13	-3	-6

cpd	D1 potentiator	D1 antagonist	D2 ag	D2 antagonist
33	2	0	-0.7	3
34	-2	3	1.6	12
35	3	6	0.3	5
36	-4	1	-0.3	-15
37	3	-8	-1.4	-16
38	-6	-1	-0.5	1
39	-3	5	0.7	1
40	-6	-20	-0.3	4

Entries by screen from the entries so far:
Nos. 33–39 in D2 PAM read 5, -3, 2, 2, 2, -6, -13

Further results
cpd	compound	D1 agonist	RXFP1 agonist	RXFP1 antag	D2 PAM	TRHR enhancer
41	COc1ccc(S(=O)(=O)c2cn(Cc3ccccc3)c3ccc(OC)cc3c2=O)cc1	10	-1.7%	.	6	-6
42	COc1cc(OC)c(C(=O)/C=C/c2ccccc2)c(O)c1O	0	0.0%	.	15	-4
43	O=C(NCCC1=CCCCC1)c1cnccn1	-1	0.5%	-2	4	-5
44	O=C(CC1SC(=Nc2ccccc2)N(CCc2ccccn2)C1=O)Nc1ccc(F)cc1 (stereo not drawn)	6	-0.2%	-5	0	-9

cpd	D1 potentiator	D1 antagonist	D2 ag	D2 antagonist
41	3	2	.	.
42	-9	-11	-1.6	-2
43	5	5	-0.3	6
44	-5	-2	1.6	12
